Screening data from PubChem.
TRPM1 prom inh = reduces MITF-dependent TRPM1 promoter luciferase signal; SK-MEL-5 TRPM1 promoter luciferase, 24 h; inhibition, % at 12.5 µM; 330,000 compounds, 0.83% hits; AID 488899;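 active = mean inhibition across replicates of 60% or more, whatever share of single replicates reaches that level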; note: values of inactives mirror those of a sister screen read the other way
TROY NFkB inh = inhibitors of TROY-dependent NF-kB signaling; Q293 LMP1-TROYcd NF-kB luciferase reporter, 4 h; inhibition, % at 10 µM; 360,000 compounds, 0.98% hits;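 active = compounds whose plate-normalised and pattern-corrected inhibition of the luciferase reporter signal at the single screening dose is 50% or more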
CF NFkB block = blocks PAF-induced NF-kB reporter in cystic fibrosis cells | KKLEB NF-kB-GFP reporter, GFP fluorescence overnight | inhibition, % at 5 µM | 360,000 compounds, 0.86% hits;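 active = at least 50% inhibition at 5 µM, scaled per plate between neutral and stimulator controls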;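 note: PAF is a Pseudomonas aeruginosa culture filtrate used as stimulus; plate controls were PAF-stimulated DMSO wells for no effect and unstimulated DMSO wells for full effect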
Shn3 inh set2 = reduces Shn3 3'UTR luciferase signal in osteoblasts | Clone20 osteoblast Shn3 3'UTR firefly luciferase, 24 h | inhibition, % at 12.5 µM | 360,000 compounds, 0.52% hits;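 active = mean inhibition of at least 75% with every replicate also reaching 75%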;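 note: 0% = median of neutral control wells and 100% = pilot-screen positive control compound; some compounds past the cut are filed as inactive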
NR2E3 ag-1 = activates human photoreceptor nuclear receptor NR2E3. Q9Y5X4. GST-NR2E3/biotin-RetCOR TR-FRET, 1536-well. inhibition of corepressor binding, % at 4.78 µM. 320,000 compounds, 0.12% hits. AID 2300;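 active = percent inhibition above the cutoff of mean plus 3 SD of all tested compounds, set per screening campaign, cut at about 20% in these data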;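 note: 0% = DMSO wells and 100% = biotin wells as full block of FRET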
Target sequence (Q9Y5X4 whole entry, looked up): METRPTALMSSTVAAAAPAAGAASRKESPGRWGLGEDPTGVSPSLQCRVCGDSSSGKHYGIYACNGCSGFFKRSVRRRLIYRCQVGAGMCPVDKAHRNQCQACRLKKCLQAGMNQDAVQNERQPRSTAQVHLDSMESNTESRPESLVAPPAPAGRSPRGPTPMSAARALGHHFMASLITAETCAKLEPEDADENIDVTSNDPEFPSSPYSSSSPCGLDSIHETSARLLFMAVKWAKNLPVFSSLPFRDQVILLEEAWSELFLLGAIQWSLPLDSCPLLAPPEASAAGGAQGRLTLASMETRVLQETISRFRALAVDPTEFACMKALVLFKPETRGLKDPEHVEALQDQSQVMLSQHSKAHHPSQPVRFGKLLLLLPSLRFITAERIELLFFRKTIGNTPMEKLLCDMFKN
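Material: NR2E3–RetCOR corepressor complex / Amount: 1.35 nM GST-NR2E3 / Medium: Tris pH 7.5 / Compound: single nominal compound dose of 4.8 µM / Incubation: 5 h at 4 °C / Technique: TR-FRET, Eu(K)-anti-GST donor, streptavidin-D2 acceptor, ex 340, em 617/671 nm / Read-out basis: percent loss of FRET ratio relative to control wells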
TWEAK-Fn14 inh = inhibitors of TWEAK-Fn14 interaction signaling. TWEAK-stimulated Fn14 reporter cells, luciferase luminescence, 8 h. inhibition, % at 10 µM. 360,000 compounds, 2% hits; in the data active = inhibition above about 50%
HIF-2a block = blocks HIF-2a reporter activity | 786-0 RCC cells HIF-2a reporter, luciferase luminescence, overnight | inhibition, % at 18.8 µM | 360,000 compounds, 0.72% hits;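 active = inhibition of the luminescence signal of 40% or more relative to plate controls, in a single-dose primary screen at 18.75 µM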
KKLEB cytotox = counter-screen for CF NF-kB inhibitors: cytotoxicity. KKLEB CF airway cells viability, ATPlite luminescence, overnight; hits give low values; cells stimulated with P. aeruginosa culture filtrate. AID 602141. 360,000 compounds, 0.36% hits. activity change (cytotoxicity), % at 5 µM;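 active = corrected activity change at or below -50% at 5 µM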
TRAIL sens C8 = caspase-8 TRAIL sensitization; inhibition (viability loss, TRAIL sensitization), % at 10 µM; 360,000 compounds, 1% hits; NB7+C8 cells + TRAIL, ATPlite viability luminescence;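 active = compounds causing at least 50% loss of cell viability in the single-dose screen, relative to plate controls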
Peg3 prom inh = reduces Peg3 promoter-driven luciferase expression in HeLa; HeLa PEG-Prom luciferase reporter, luminescence, overnight; inhibition, % at 20 µM; 360,000 compounds, 1.7% hits;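 active = inhibition of at least 50% at 20 µM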
NR2E3 ag-2 = agonists of human NR2E3 nuclear receptor; CHO-S Gal4-NCOR/VP16-NR2E3 two-hybrid, luciferase; inhibition of corepressor binding, % at 3.98 µM; AID 602229; 360,000 compounds, 0.35% hits;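 active = inhibition above the mean of all tested compounds plus 3 SD, cut at about 70% in these data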;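 note: 0% = DMSO with NR2E3 transfected cells and 100% = cells lacking NR2E3 construct; higher means lower luciferase signal from less NR2E3 corepressor binding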
* = called active by the depositor; . = no result given. The list is partial; the hit share may differ from the screen's.

SMILES	TRPM1 prom inh	TROY NFkB inh	CF NFkB block	Shn3 inh set2	NR2E3 ag-1	TWEAK-Fn14 inh	HIF-2a block	KKLEB cytotox	TRAIL sens C8	Peg3 prom inh	NR2E3 ag-2
O=C(NCc1ccccn1)C1CCCN(S(=O)(=O)c2cccc3nsnc23)C1 (configuration not stated)	3	1	9	11	3	-8	11	-1	3	9	-9
CC12CCC(C/C1=N\N=C1\NC(=O)/C(=C\c3ccc(Cl)cc3)S1)C2(C)C (configuration not stated)	-6	34	89*	28	3	39	-84	-94*	2	-30	2
Cn1cnc2c(oc3ccccc32)c1=O	-2	-10	1	-12	-1	11	3	-5	1	-12	-7
COc1cc2cc(C(=O)N/N=C/c3ccccc3Cl)[nH]c2cc1OC	-16	-28	22	37	-1	52*	-44	4	19	19	-21
O=C(Nc1nncs1)C(Sc1ccccc1)c1ccccc1 (configuration not stated)	-4	11	-5	21	-4	10	15	11	-1	-8	6
C/C(Cn1nc([N+](=O)[O-])cc1C)=N\NC(=O)COc1ccccc1[N+](=O)[O-]	1	-10	-12	0	1	-21	6	4	4	-2	-3
CN(CC(=O)Nc1cccc(F)c1)C(=O)/C=C/c1ccc2ccccc2n1	14	6	1	2	2	12	2	-3	7	19	9
Cc1ccc(-c2cn3c(=O)cc(C)[nH]c3n2)cc1	-56	-41	-32	-31	1	23	-177	9	71*	-154	-70
COc1ccc(OC)c(-n2c(CNC3CCN(Cc4ccccc4)CC3)nc3ccccc3c2=O)c1	-7	14	3	-1	4	3	9	12	-5	15	17
Cc1cc2nc(CSc3ccccc3)cc(=O)n2[nH]1	-7	1	-16	11	-1	1	7	-1	9	-7	-15
COc1ccc(OCCC(=O)NCC23CC4CC(CC(C4)C2)C3)cc1	-4	9	6	-13	1	-8	12	-11	9	1	-23
O=C(Nc1nnc(S(=O)(=O)N2CCOCC2)s1)c1cccc(Br)c1	-21	-27	13	-17	4	-7	-103	1	8	-95	-12
CC1=NC(C(F)(F)F)(C(F)(F)F)C(C#N)=C(C)N1	5	5	-2	-17	2	13	21	0	4	11	3
Cc1ccccc1CSc1nc(C(C)(C)C)cc(=O)[nH]1	11	65*	-12	2	3	2	4	5	-12	0	1
N/C(=N\NC(=O)Nc1ccccc1)c1ccccn1	.	-24	-4	-38	6	19	-64	25	13	-47	-37
COc1nnc(-c2ccc(N3CCCCC3)c(NC(=O)C3CCCCC3)c2)c2ccccc12	48	45	-4	5	-1	19	10	-5	-1	14	-16
CC1=CC2=NC(=O)/C(=C\c3cc(C)n(-c4ccccc4F)c3C)C(=N)N2O1	-5	-58	-4	-3	-3	-13	-54	-7	15	-29	11
CCn1c(=O)n(CC)c2cc(N3CCCC3)c(NC(=O)c3ccc(F)cc3)cc21	12	4	6	-3	2	1	16	-2	-17	0	4
COc1ccc(N2CCN(C(=O)C3(S(=O)(=O)c4ccc(C)cc4)CC3)CC2)cc1	2	8	-10	-2	1	11	7	-3	-23	7	17
COCCN(C(=S)Nc1ccccc1C)C(C)c1cccnc1 (configuration not stated)	9	-8	8	-7	-2	-8	18	2	0	12	4

Quoted at random: five compounds from above.
SMILES	TRPM1 prom inh	TROY NFkB inh	CF NFkB block	Shn3 inh set2	NR2E3 ag-1	TWEAK-Fn14 inh	HIF-2a block	KKLEB cytotox	TRAIL sens C8	Peg3 prom inh	NR2E3 ag-2
COCCN(C(=S)Nc1ccccc1C)C(C)c1cccnc1 (configuration not stated)	9	-8	8	-7	-2	-8	18	2	0	12	4
COc1nnc(-c2ccc(N3CCCCC3)c(NC(=O)C3CCCCC3)c2)c2ccccc12	48	45	-4	5	-1	19	10	-5	-1	14	-16
CC1=NC(C(F)(F)F)(C(F)(F)F)C(C#N)=C(C)N1	5	5	-2	-17	2	13	21	0	4	11	3
COc1ccc(N2CCN(C(=O)C3(S(=O)(=O)c4ccc(C)cc4)CC3)CC2)cc1	2	8	-10	-2	1	11	7	-3	-23	7	17
N/C(=N\NC(=O)Nc1ccccc1)c1ccccn1	.	-24	-4	-38	6	19	-64	25	13	-47	-37

Following part
SMILES	TRPM1 prom inh	TROY NFkB inh	CF NFkB block	Shn3 inh set2	NR2E3 ag-1	TWEAK-Fn14 inh	HIF-2a block	KKLEB cytotox	TRAIL sens C8	Peg3 prom inh	NR2E3 ag-2
O=C(O)CC1COc2ccccc2N1S(=O)(=O)c1ccc(Br)cc1 (configuration not stated)	-2	-12	2	-5	1	-14	13	6	-5	-8	-3
COC(=O)Cc1ccc(NC(=O)c2cccs2)cc1	-66	-50	-6	-67	3	-20	-225	7	15	-176	-53
CCOC(=O)C1=C(C)N(C)C(=S)NC1c1cc(OC)ccc1OC (configuration not stated)	6	-5	9	-10	2	-13	6	2	2	9	6
COc1ccc(Cn2cc(CN3CC(N4CCN(C)CC4)CS3(=O)=O)nn2)cc1 (configuration not stated)	.	-8	.	.	.	-1	19	.	11	.	-46
CCCCCCC(=O)Nc1cc2c(C)cc(=O)oc2cc1C	-3	-7	4	-52	1	-2	-6	1	-3	4	2
COC(=O)c1ccc(COC(=O)c2c(C)nn(Cc3ccccc3Cl)c2Cl)o1	-3	4	-6	10	4	7	29	18	-13	10	-20
O=C(Nc1ccc(N2CCCCC2)cc1)c1ccc2ccccc2n1	-40	-11	-8	-8	3	28	-271	-5	42	-178	-115
COc1ccc2oc(C(=O)OCc3c(C)noc3C)c(C)c2c1	-24	-15	-8	-12	-3	-19	-132	-1	3	-67	-9
COc1ccc(CN2CCC(n3nccc3NC(=O)CCCc3ccccc3)CC2)cc1C	0	6	13	32	-2	-26	17	-8	24	33	5
Cc1ccc(CN2CCC(C(=O)c3ccc(F)cc3)CC2)cc1	.	13	-10	8	.	-11	10	2	9	15	-12
Cc1ccc(-c2sc(C)nc2CC(=O)O)cc1	-2	10	-4	-4	1	5	15	3	-7	-1	14
Cc1cc(Sc2nc(N)ncc2[N+](=O)[O-])ncn1	24	5	38	59	4	32	3	-2	7	79*	1
CN1CCN(c2ccc(Cl)cc2NC(=O)c2ccc(=O)n(C)n2)CC1	-7	-3	4	6	-3	2	15	-11	-2	17	2
COc1ccc(C(=O)C(CN2CCOCC2)c2ccccc2)cc1 (configuration not stated)	83*	5	54*	89*	2	37	-20	-61*	2	98*	11
c1ccc(SCc2nc(-c3ccccn3)no2)cc1	-80	-35	2	-39	5	9	-224	-3	19	-217	-71
CSC(=CC(=O)c1ccccc1)SC	-24	-22	-5	1	-1	13	-62	15	11	-47	-12
Cc1ccc(CNC(=O)C2CCCN(S(=O)(=O)c3cnc[nH]3)C2)cc1 (configuration not stated)	-13	6	1	-20	2	-8	2	10	19	5	10
CN(C(=O)CSc1nncn1C)C1CCCN(Cc2ccccc2F)C1 (configuration not stated)	-7	-8	3	-2	3	11	11	-3	0	-3	-7
O=C(N/N=C/C1CC2CCC1C2)c1c[nH]c2ccccc12 (configuration not stated)	7	-1	-7	-5	-2	7	-6	1	13	-11	-8
Cc1ccc(-c2c(C)n([O-])c3c([n+]2=O)CCCC3)cc1	-5	9	-19	-1	0	12	18	15	-5	-1	2
COc1ccc(C(=O)Nc2cccc(S(C)(=O)=O)c2)cc1OC	5	1	15	-13	1	-1	11	3	1	16	-34
COC(=O)CCC(=O)OC1(C)C(=O)C2=CN(C3CC3)C(c3ccc(OC)cc3)=CC2=C(Br)C1=O (configuration not stated)	14	-7	16	7	3	8	6	-17	-12	-6	4
Cc1ccc(-c2nc(CN3CCCCC3)cc(CN3CCCCC3)c2O)cc1	-9	26	11	-11	2	30	-10	2	3	-24	-8
Cc1ccc(S(=O)(=O)NCc2cccnc2)c(C)c1	5	-8	-12	5	1	5	7	0	-7	12	-23
CC(=O)N(CC(=O)N(CC(=O)O)c1ccc(Cl)cc1)c1ccc(Cl)cc1	1	-16	-4	-19	.	27	12	0	-3	-9	3
c1ccc2c(c1)nc1n2CCN1CCN1CCCC1	5	-7	1	6	-1	22	9	3	-4	-10	-37
COc1ccc(CONc2ncnc3nonc23)cc1[N+](=O)[O-]	3	8	5	1	-2	-1	-9	4	-8	20	7
O=C(N/N=C/c1ccc(Cl)c(Cl)c1)c1ccc2nc[nH]c2c1	6	-21	3	-22	-2	3	-164	-4	38	-137	-16
COc1ccc(NC(=O)CCNS(=O)(=O)c2cccc3nonc23)cc1Cl	10	-8	-1	-7	2	8	13	4	-17	15	-22
O=C(O)C1C=Cc2ccccc2N1C(=O)c1ccccc1 (configuration not stated) (tested in a mixture with another compound)	11	1	-19	-1	.	-14	4	8	-10	1	8
CCn1c(CSc2ncccn2)nnc1SCC(=O)N1CCCCC1	-3	6	-10	13	1	5	0	-1	-10	4	-7
Cc1nc(C(F)(F)F)ccc1C(=O)N1CCCCC1	-5	-11	-24	.	1	-20	9	2	12	8	-5
COc1ccc2c(c1)C(=O)CC(O)(C(F)F)O2 (configuration not stated)	-14	-6	-5	-2	-1	-8	8	-4	0	-1	-20
Cc1ccc(NC(=O)c2cccc(S(=O)(=O)N3CCc4ccccc4C3)c2)nc1	23	25	7	2	7	12	5	1	-1	34	-72
Oc1ccccc1-c1n[nH]c(=S)n1Cc1ccco1	19	-12	4	-4	2	15	4	7	-5	6	0
Cn1ccc2ccc(C3=CC(=O)C[C@H](c4ccc(F)cc4)C3)cc21	-9	-32	6	3	2	-19	-32	-15	-7	-7	1
COc1ccc([C@H]2CC(=O)C=C(c3ccc4[nH]ccc4c3)C2)cc1OC	-11	53*	11	-24	7	-23	-85	-4	0	-71	-33
CCOC(=O)C1CCN(C(=O)CCc2nc3sc4c(c3c(=O)[nH]2)CCCC4)CC1	11	9	16	-21	0	-5	3	-6	-25	10	-4
Cc1cccc(Nc2nc(N)nc(CSc3nccn3C)n2)c1	-53	-59	2	-56	1	7	-144	-2	-8	-150	-67
O=C(N/N=C/c1cccnc1)c1ccc(NC(=O)C(c2ccccc2)c2ccccc2)cc1	0	8	-8	31	2	30	25	4	-22	7	22
COc1ccc(Cl)cc1NC(=O)[C@@]1(CC(=O)O)CC(/C=C/c2ccccc2)=NO1	2	0	5	1	2	3	11	-5	-6	-1	-28
COc1ccc(CC(NC(C)=O)C(=O)NC2CCN(S(=O)(=O)c3cccc4ccccc34)CC2)cc1OC (configuration not stated)	12	-7	1	-1	-7	11	16	-8	0	10	-8
Cc1nn(C)cc1C(=O)Nc1ccccc1Br	-13	-14	-4	-8	3	-2	-25	-6	-6	-42	-9
CC(=O)Oc1oc(-c2ccccc2)nc1C=Nc1ccc(N(C)C)cc1	-1	14	5	6	-3	7	8	0	-8	-2	-41
CCOC(=O)c1cc(C(C)=O)c(=O)n(C)c1N	-4	16	7	-3	0	-7	2	-3	-9	7	-23
CCC(CC)C(=O)c1c[nH]c(C(=O)NCc2ccccc2)c1	5	5	-6	17	1	-1	20	-17	6	7	-10
O=C(CSc1ccc(-c2ccc(Br)cc2)nn1)NCC1CCCO1 (configuration not stated)	-1	4	-30	-1	-1	-5	-33	-8	16	-38	-25
